Screening results from PubChem BioAssay.
AmpC detergent: qHTS Inhibitors of AmpC Beta-Lactamase (assay with detergent). Potency, µM (series often up to 114 µM), without a hit: top-dose activity change, negative = inhibition, hits mostly inhibitors. P00811. 0.041% of 370,000 active. AmpC hydrolysis of nitrocefin, absorbance 480 nm, 0.01% Triton;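 note: potency is the fitted concentration of half-maximal effect; 0% = no-compound wells and -100% = no-enzyme wells; nearly all actives have a fitted effect of over 25% in size; some results filed as inactive show a strong effect at the top dose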
Target sequence (P00811 whole entry, looked up): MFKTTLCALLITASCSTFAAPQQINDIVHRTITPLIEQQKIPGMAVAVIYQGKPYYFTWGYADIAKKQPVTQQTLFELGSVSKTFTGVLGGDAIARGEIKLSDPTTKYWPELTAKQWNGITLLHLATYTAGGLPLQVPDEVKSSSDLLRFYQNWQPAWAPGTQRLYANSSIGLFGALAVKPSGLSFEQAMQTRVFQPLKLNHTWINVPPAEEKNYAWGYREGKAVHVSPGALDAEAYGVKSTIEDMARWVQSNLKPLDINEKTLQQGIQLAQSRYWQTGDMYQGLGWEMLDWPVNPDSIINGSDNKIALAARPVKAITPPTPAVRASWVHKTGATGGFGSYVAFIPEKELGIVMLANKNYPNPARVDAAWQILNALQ
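AmpC (5.3 nM in the dispensed reagent) in 20 mM phosphate pH 7.0 with 0.01% (detergent screen) or 0.0001% Triton X-100 was preincubated with compounds for 15 min at room temperature. Nitrocefin was then added from an 800 uM solution, and hydrolysis was followed at 480 nm.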
AMA1-RON2 inh: qHTS for Inhibitors of AMA1-RON; Towards Development of Antimalarial Drug Lead: Primary Screen. AlphaScreen AMA1-biotinylated RON2 peptide binding. Plasmodium falciparum AMA1 (3D7) - RON2 peptide interaction. 0.2% of 360,000 active. Potency, µM (doses to about 58.2 µM), for inactives: at the top dose activity change, negative = inhibition, hits mostly inhibitors;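 note: potency is the fitted concentration of half-maximal effect; 0% = vehicle wells and -100% = peptide control; nearly all actives have a fitted effect of over 45% in size; some results filed as inactive show a strong effect at the top dose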
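AMA1 (3D7) with his tag at 25 nM final met compounds first, then biotinylated RON2 peptide at 25 nM; detection used donor plus acceptor beads, 10 µg/mL apiece, read by AlphaScreen after 30 min at room temperature.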
Giardia FBPA inh: qHTS Assay for Inhibitors of Fructose-1,6-bisphosphate Aldolase from Giardia Lamblia; A8B2U2; Potency, µM (series often up to 59.6 µM), inactives show at the highest dose activity, negative = inhibition, most hits filed as inhibitors; 0.71% of 290,000 active; purified Giardia FBPA; note: potency is the fitted concentration of half-maximal effect; nearly all actives have a fitted effect of over 55% in size
Target sequence (A8B2U2 whole entry, looked up): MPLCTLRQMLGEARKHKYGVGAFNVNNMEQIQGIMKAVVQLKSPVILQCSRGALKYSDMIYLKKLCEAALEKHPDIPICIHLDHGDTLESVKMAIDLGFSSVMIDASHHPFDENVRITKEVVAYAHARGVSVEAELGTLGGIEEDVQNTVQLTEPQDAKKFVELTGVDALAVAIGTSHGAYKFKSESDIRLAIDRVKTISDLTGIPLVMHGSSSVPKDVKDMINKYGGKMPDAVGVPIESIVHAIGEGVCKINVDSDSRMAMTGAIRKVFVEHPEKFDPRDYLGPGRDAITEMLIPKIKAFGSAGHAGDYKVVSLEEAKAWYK
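40 nM FBPA preincubated 10 min at RT with compound (up to 57.5 uM final), then substrate plus GAPDH/TPI/NAD/arsenate coupling and diaphorase/resazurin added. Fluorescence read after 20 min at RT, 525/598 nm.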
HCMV antiviral: qHTS Assay for inhibitors of the human cytomegalovirus (HCMV) | activity change, negative = inhibition, % at 57.5 µM | HFF cells, HCMV-luciferase reporter, 72 h; active compounds read low | 4.5% of 410,000 active; in the data active = activity change below about -60%; inconclusive = no clear call, values can overlap the other calls; inactive = above about -39%
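Compounds were evaluated in HFFs infected with an HCMV luciferase reporter virus (MOI 1 PFU/cell). Luciferase in lysates collected 72 h post infection served as the replication measure.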
AmpC inh no detg: qHTS Inhibitors of AmpC Beta-Lactamase (assay without detergent) | AmpC nitrocefin hydrolysis, absorbance 480 nm, 0.0001% Triton | Potency, µM (top dose mostly 57.1 µM), without a hit: at the highest dose activity change, negative = inhibition, actives largely listed as inhibitors | 0.52% of 330,000 active | P00811;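 note: potency is the fitted concentration of half-maximal effect; plate controls were no compound for no effect and no enzyme for full effect; nearly all actives have a fitted effect of over 20% in size; some results filed as inactive show a strong effect at the top dose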
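AmpC (5.3 nM in the dispensed reagent) in 20 mM phosphate pH 7.0 with 0.01% (detergent screen) or 0.0001% Triton X-100 was preincubated with compounds for 15 min at room temperature. Nitrocefin was then added from an 800 uM solution, and hydrolysis was followed at 480 nm.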
Sm TGR inh: qHTS Assay for the Inhibitors of Schistosoma Mansoni Peroxiredoxins; Schistosoma mansoni thioredoxin glutathione reductase (TGR), Q962Y6; purified TGR, DTNB reduction, TNB absorbance 405 nm; Potency, µM (top dose mostly 114 µM), without a hit: at the highest dose activity change, negative = inhibition, most hits filed as inhibitors; 3% of 360,000 active; AID 485364, 2010; note: potency is the fitted concentration of half-maximal effect; nearly all actives have a fitted effect of over 60% in size
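Kinetic colorimetric format: TGR-catalysed, NADPH-driven DTNB reduction monitored via TNB absorbance. Enzyme dispensed at 20 nM; compound exposure 15 min at room temperature before reaction start.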
Active calls of the source: *; ? = inconclusive; . = not tested or not shown; & = joins results of further samples; [ ] = remark or other dose. Unless noted, calls come from the whole dose curve; as a rule, active = well fitted curve in the direction sought with a large enough effect; inconclusive = small, poorly fitted or top-dose-only effect, or another doubt; inactive = no such curve, though single readings can be large; an effect the other way counts as inactive or inconclusive. Unless noted, % is set by controls: 0 for no effect and ±100 for the full control effect.

SMILES | AmpC detergent | AMA1-RON2 inh | Giardia FBPA inh | HCMV antiviral | AmpC inh no detg | Sm TGR inh
COCC(=O)N1CCN(c2nc3ccccc3o2)CC1 | -5% | 20% | 3% | -18 | 22% | -8%
O=C(CSc1ncn[nH]1)NCc1ccccc1 | 3% | -15% | -2% | 2 | -12% | 13%
CN(C)/C=C(/C(=O)c1ccccc1)S(=O)(=O)c1ccc(Cl)cc1 | -15% | -19% | -2% | 37 | -33% | 1%
COc1ccc(NC(=O)C(=O)NCCN2CCN(C(=O)c3ccc(C)cc3)CC2)cc1 | ? | -13% | -6% | -23 | 12% | 4%
O=C(CSc1nnc(CNC(=O)c2ccccc2F)o1)NCc1ccccc1 | 4% | 0% | 5% | -12 | -20% | -1%
Cc1cc(NC(=O)CSc2ncn(-c3ccccc3)n2)no1 | 1% | -1% | . | -13 | -28% | 11%
O=C(Nc1sc2c(c1C(=O)O)CCC2)c1cccc(Cl)c1 | -1% | -20% | -14% | 6 | -30% | -31%
CN1CCN(C(=S)NC(=O)/C=C/c2ccccc2Cl)CC1 | 6% | 22% | -22% | 5 | -12% | -4%
N#Cc1cnc2ncnn2c1-c1ccccc1 | -7% | 1% | 0% | -29 | -9% | -6%
CCc1cccc(OCCCCNCCOC)c1 | -14% | -2% | -20% | -15 | 17% | -30%
Cc1ccc(C(=O)C2=C(O)C(=O)N(Cc3ccco3)C2c2cccc(Br)c2)o1 (centres undefined) | 4% | 1% | -9% | -27 | -25% | 11µM*
CCOC(=O)c1ccc(NC(=O)CSc2nc(=O)n3cccc(C)c3n2)cc1 | ? | 15% | . | -18 | -12% | -9%
CS(=O)(=O)C1=NSC2=NC(=O)/C(=C\c3ccc(OS(=O)(=O)c4ccccc4)cc3)C(=N)N21 | -6% | -9% | . | -7 | -51% | -2%
O=C(COC(=O)c1cc(=O)[nH]c2ccccc12)c1cccs1 | 1% | -2% | -1% | 8 | -23% | -6%
C=CCNC(=S)NC(=O)c1oc2ccccc2c1C | 8% | -4% | -5% | 43 | -22% | .
N/C(=N\OC(=O)c1cccnc1)c1ccccc1Cl | -2% | 0% | 7% | 15 | -17% | 25%
O=C(O)Cn1c(P(=O)(O)c2ccccc2)nc2ccccc21 | ? | 3% | -14% | -24 | -10% | -5%
COc1cccc(/C=C2\Oc3cc(OCC(=O)N4CCCC4)ccc3C2=O)c1OC | -1% | -16% | . | 14 | 93%[activator] | -8%
COc1cc(Cl)ccc1OCc1cc(C(=O)N2CCN(c3ccccn3)CC2)no1 | -14% | -4% | -4% | -21 | 83%[activator] | 4%
COc1ccc(Cn2c3nc4ccccc4nc3c3c(=O)n(Cc4ccco4)cnc32)cc1 | 0% | . | -6% | . | 0% | 16µM*
COc1ccc(CCC(=O)NC2=NCCS2)cc1OC | ? | -15% | 3% | -10 | -2% | -2%
N/C(=N\OC(=O)C1CCCCC1)c1ccc(Cl)cc1 | 4% | 4% | . | -1 | -10% | ?
O=c1c2ccccc2nc2n1CCCCN2 | ? | 20% | 1% | 19 | -12% | -2%
CCN1C(=S)N[C@@H](CCc2ccccc2)C(C(=O)OC)=C1C | ? | 22% | 1%&0% | 6 | -9%&-40% | -3%&-29%
COc1ccc(F)cc1CN1CCN(C(=O)CCC(=O)Nc2nnc(CC(C)C)s2)CC1 | 5% | -6% | -8% | 2 | 174%[activator] | 1%
Cc1ccc(-n2nc3c(c2NC(=O)C2CC2)CS(=O)(=O)C3)cc1 | ? | -10% | 10% | -19 | -14% | -11%
CCOc1ccc(CCNC(=O)C2Cc3ccccc3N2C(=O)CC)cc1 (centres undefined) | 24% | . | . | 4 | . | 3%
COc1ccc(CCC(=O)NNC(=O)Nc2cc(Cl)ccc2C)cc1 | -16% | 50%[activator] | -4% | -35 | -17% | -7%
CN(C)c1ccc(NC(=O)CSc2nnc(-c3cnccn3)n2C)cc1 | ? | -14% | 3% | -7 | -5% | -2%
COc1cc(/C=N/NC(=S)NCc2ccco2)cc(OC)c1OC | 5% | 7%[2.32 µM] | -13% | -16 | -28% | -3%
COc1cc(CCC(=O)Nc2ccc(Br)c(C(F)(F)F)c2)cc(OC)c1OC | ? | -11% | -6% | 15 | 2% | 10%
O=C1CCSC2(C(=O)N(Cc3ccccc3)c3ccccc32)N1c1ccccc1 (centres undefined) | 1% | . | . | 0 | . | -5%
COCCNC(=O)CN(CCc1ccccc1)S(=O)(=O)c1ccc(Br)cc1 | ? | 38%[activator] | 1% | 15 | 55% | 9%
Cc1cc(/C=N/n2cnnc2)c(C)n1-c1ccc(Cl)cc1 | -1% | -13% | -3% | -17 | 3% | -2%
CCCCCCCCCCCCCCCC[N+](C)(C)CC | -11% | 5% | . | -96* | 172%[activator] | 5%
CS(=O)(=O)N(CC(=O)Nc1cccnc1)c1ccc2c(c1)OCCO2 | 0% | 9% | 1% | 39 | -17% | 5%
CCOC(=O)c1ccc(NC(=O)CN(c2ccc(C)cc2)S(=O)(=O)c2c(C)noc2C)cc1 | 3% | . | . | 0 | . | 4%
Cc1ccc(NC2=NCC(=O)N2Cc2ccc3c(c2)OCO3)c(C)c1 | ? | -7% | -27% | 68 | -6% | 4%
CCOC(=O)C1=C(C)N=c2s/c(=C/c3ccc(OCC(=O)O)cc3)c(=O)n2C1c1ccc(SC)cc1 (centres undefined) | -12% | . | 19% | . | 129%[activator] | -1%
CC1CCN(C(=O)CSc2nc(C(C)C)nc3c2c(=O)n(C)c(=O)n3C)CC1 | 2% | 18% | . | 8 | 23% | -17%
CC(C)NC(=O)C(=O)NCCC1CCCCN1S(=O)(=O)c1cccs1 (centres undefined) | -12% | 0% | . | -4 | -6% | -3%
COc1ccc(-c2cc3nc4c(c(=O)n3[nH]2)CCC4)cc1 | -15% | -5% | -9% | 0 | -23% | 3%
O=C(c1ccc(S(=O)(=O)N2CCC(c3nc4ccccc4[nH]3)CC2)cc1)N1CCOCC1 | -15% | ? | ? | -14 | -1% | -2%
Cc1nn(-c2ccccc2)c(C)c1NC(=O)COC(=O)CC(C)c1ccccc1 (centres undefined) | -5% | -13% | . | -63* | 76%[activator] | 6%
CCn1cc(S(=O)(=O)c2ccc(OC)cc2)c(=O)c2cc(F)c(N3CCN(C)CC3)cc21 | -13% | 0% | 20% | -35 | 42% | 2%

Compound profiles (already shown). Order of values: AmpC detergent, AMA1-RON2 inh, Giardia FBPA inh, HCMV antiviral, AmpC inh no detg, Sm TGR inh
O=C(CSc1nnc(CNC(=O)c2ccccc2F)o1)NCc1ccccc1 reads 4%, 0%, 5%, -12, -20%, -1%
N#Cc1cnc2ncnn2c1-c1ccccc1 reads -7%, 1%, 0%, -29, -9%, -6%

Further entries
SMILES | AmpC detergent | AMA1-RON2 inh | Giardia FBPA inh | HCMV antiviral | AmpC inh no detg | Sm TGR inh
COc1ccccc1NC(=O)C1=C(C)Nc2nc(CCCO)nn2C1c1cccnc1 (centres undefined) | 0% | 5% | 2% | -7 | -8% | 4%
Cc1cc(C)n(-c2cc(N3CCOCC3)nc(-c3ccccc3)n2)n1 | -7% | -4% | 0% | 14 | -9% | 1%
Cc1ccc(NC(=O)CSC2=Nc3ccccc3C3CC=NN23)c(C)c1 (centres undefined) | 5% | -6% | -9% | -38 | -18% | -8%
COc1cc(/C=N/NC(=O)c2ccncc2)ccc1OCC(=O)Nc1ccc(C)c(C)c1 | -1% | 20% | . | -22 | 86%[activator] | 9%
CCN(Cc1ccccc1)S(=O)(=O)c1ccc(C(=O)N(CCCN(C)C)c2nc3c(C)c(C)ccc3s2)cc1 | 0% | ? | . | -16 | 186%[activator] | -4%
CCn1c(O)c(/C(C)=N/N2CCCCC2c2cccnc2)c(=O)[nH]c1=S (centres undefined) | -5% | -17% | 0% | 5 | -18% | -2%
O=C(CCCN1C(=O)/C(=C/c2cccs2)SC1=S)Nc1cccnc1 | 4% | 0% | -9% | -98* | 65%[activator] | 18%
N#CC(CCN1CCOCC1)(c1ccccc1)c1ccccc1 | 2% | -5% | . | 38 | 69%[activator] | 5%
C=CC[C@@H](CC(=O)N[C@@H](CO)Cc1ccccc1)C(=O)N[C@@H](COC(=O)[C@@H](CC=C)CC(=O)OC(C)(C)C)Cc1c[nH]c2ccccc12 | . | 0% | . | 13 | 78%[activator] | .
COc1ccc(OC)c(NC(=O)c2cccc3c2C(=O)N(C2CCCCC2)C3)c1 | 0%&2% | -10% | 4% | -8&0 | -3% | 7%&-1%
O=S1(=O)CCOCCCN1Cc1ccccc1 | -9% | 7% | 9% | 17 | -13% | 3%
O=C(NC1CCN(Cc2ccccc2)CC1)c1ccc(N2CC3CC(C2)c2cccc(=O)n2C3)c([N+](=O)[O-])c1 (centres undefined) | -2% | 9% | 3% | -26 | 53% | 4%
Cc1cc(S(=O)(=O)Nc2cc(C)c(O)c(C)c2)c(C)s1 | -15% | -11% | -9% | 24 | -31% | -13%
O=C(NC1CCCCC1)N1CCc2ccccc2C1 | -4% | -1% | 1% | -26 | -1% | 6%
CCOC(=O)C1CCCN(c2ccc([N+](=O)[O-])c3nonc23)C1 (centres undefined) | -8% | -2% | -4% | 72 | -15% | ?

Retrieved by structure from the entries so far:
SMILES | AmpC detergent | AMA1-RON2 inh | Giardia FBPA inh | HCMV antiviral | AmpC inh no detg | Sm TGR inh
O=C(CSc1ncn[nH]1)NCc1ccccc1 | 3% | -15% | -2% | 2 | -12% | 13%
COc1cc(CCC(=O)Nc2ccc(Br)c(C(F)(F)F)c2)cc(OC)c1OC | ? | -11% | -6% | 15 | 2% | 10%
CS(=O)(=O)C1=NSC2=NC(=O)/C(=C\c3ccc(OS(=O)(=O)c4ccccc4)cc3)C(=N)N21 | -6% | -9% | . | -7 | -51% | -2%
Cc1cc(C)n(-c2cc(N3CCOCC3)nc(-c3ccccc3)n2)n1 | -7% | -4% | 0% | 14 | -9% | 1%
C=CCNC(=S)NC(=O)c1oc2ccccc2c1C | 8% | -4% | -5% | 43 | -22% | .

The results go on:
SMILES | AmpC detergent | AMA1-RON2 inh | Giardia FBPA inh | HCMV antiviral | AmpC inh no detg | Sm TGR inh
O=C(NCC(c1ccco1)S(=O)(=O)c1cccs1)c1ccc(C(F)(F)F)cc1 (centres undefined) | 13% | . | . | 15 | . | 4.5µM*
CC(=O)Nc1c(-c2ccccc2)c2cc(Br)ccc2[nH]c1=O | -1% | -3% | 10% | -27 | 15% | 9%
Cc1nc(CNS(=O)(=O)c2cccs2)cs1 | 2% | 0% | 1% | 26 | -8% | 12%
O=C(COC(=O)C1CC2C=CC1C2)Nc1ccc([N+](=O)[O-])cc1 (centres undefined) | . | -1% | . | -12 | -23% | .
COc1ccc(C(=O)COC(=O)c2nn(C)cc2Cl)cc1 | 2% | 0% | 7% | -28 | -5% | 0%
CCCCN1C(=O)C(C)=C(C)C1OCCc1ccc(OC)c(OC)c1 (centres undefined) | ? | -1% | 4% | 31 | 279%[activator] | -14%
O=C(Nc1ccc(-c2ccccc2)cc1)c1ccco1 | ? | 15% | 4% | -64* | -2% | 7%

Outcome played no part in choosing rows, and some 7.8% of all compounds hit somewhere here.
